TCR-CD3 inh: inhibitors of human TCR-CD3 interaction, primary screen, biochemical, fluorescence, TAMRA-labeled TCR probe | inhibition, % at 9.4 µM | 360,000 tested, 0.37% active | AID 651800, 2012; in the data active = inhibition above about 19%;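 also: recombinant mutant TCR 2C K166C tagged with TAMRA read by polarization; 0% = receptor in buffer alone and 100% = receptor with positive control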
SIAE inh: human SIAE inhibitors, primary screen, biochemical, fluorescence polarization, FP-Rh probe, 1536-well HTS; Sialate O-acetylesterase (Homo sapiens), Q9HAT2; SIAE FP-Rh probe binding; inhibition, % at 9.66 µM; 370,000 tested, 0.69% active; AID 1053197, 2014;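 active = inhibition above a cutoff: mean of compounds within the control limits plus 3 SD of those, cut at about 17% in these data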;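 also: 0% = plate median of compound wells and 100% = probe without SIAE protein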
Target sequence (Q9HAT2 whole entry, looked up): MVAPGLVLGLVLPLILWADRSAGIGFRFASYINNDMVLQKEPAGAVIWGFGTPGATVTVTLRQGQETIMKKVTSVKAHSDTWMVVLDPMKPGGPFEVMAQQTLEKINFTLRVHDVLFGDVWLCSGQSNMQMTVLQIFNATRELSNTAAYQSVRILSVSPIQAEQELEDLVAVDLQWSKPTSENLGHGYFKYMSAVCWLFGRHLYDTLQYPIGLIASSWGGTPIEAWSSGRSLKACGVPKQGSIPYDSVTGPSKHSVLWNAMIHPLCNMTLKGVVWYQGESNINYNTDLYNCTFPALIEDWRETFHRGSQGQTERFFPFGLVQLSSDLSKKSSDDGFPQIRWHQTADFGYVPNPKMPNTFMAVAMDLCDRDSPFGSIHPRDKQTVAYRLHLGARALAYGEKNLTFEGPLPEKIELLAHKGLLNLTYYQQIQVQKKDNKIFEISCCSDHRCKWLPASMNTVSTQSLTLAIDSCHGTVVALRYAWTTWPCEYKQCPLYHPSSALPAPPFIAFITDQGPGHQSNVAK
PG9 Ab binder: binders of HIV-1 gp120 antibody PG9, primary screen, biochemical, TR-FRET; HIV-1 gp120 / PG9 antibody interaction; TR-FRET gp120-PG9 antibody binding; inhibition, % at 6.7 µM; 360,000 tested, 0.43% active; in the data active = inhibition above about 8.5%
LEDGF integ inh: blockers of LEDGF/p75-dependent integrase strand transfer – biochemical, TR-FRET, high throughput, primary screen; HIV-1 integrase (with human LEDGF/p75); TR-FRET IN-LEDGF/p75 DNA integration, Eu/Cy5; inhibition, % at 3.7 µM; 370,000 tested, 0.64% active; AID 743269, 2014;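 active = inhibition above the screen-wide mean plus 3 SD, cut at about 13% in these data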;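 also: signal is the Cy5 over europium emission ratio at 671 and 618 nm; 0% = plate median of compound wells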
TDP2 absorb: human TDP2 enzyme inhibitors, primary screen, biochemical, epi absorbance, recombinant enzyme; Tyrosyl-DNA phosphodiesterase 2 (Homo sapiens), O95551; T5PNP hydrolysis, p-nitrophenol absorbance 415 nm; inhibition, % at 12.8 µM; 370,000 tested, 0.34% active; AID 720702, 2013;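 active = inhibition above the mean of all tested compounds plus 3 SD, set per campaign, cut at about 25% in these data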;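 also: 0% = DMSO with enzyme and 100% = buffer with substrate but no TDP2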
Target sequence (O95551 whole entry, looked up): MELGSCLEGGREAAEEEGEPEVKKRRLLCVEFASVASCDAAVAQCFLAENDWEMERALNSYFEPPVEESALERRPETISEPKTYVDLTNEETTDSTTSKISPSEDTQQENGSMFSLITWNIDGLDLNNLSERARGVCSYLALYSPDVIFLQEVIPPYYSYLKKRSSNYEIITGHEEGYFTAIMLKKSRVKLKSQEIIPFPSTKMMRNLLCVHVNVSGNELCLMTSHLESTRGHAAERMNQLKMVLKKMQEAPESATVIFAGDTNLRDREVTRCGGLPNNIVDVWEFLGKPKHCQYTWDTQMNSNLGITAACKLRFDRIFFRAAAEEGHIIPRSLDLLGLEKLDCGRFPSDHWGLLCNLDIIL
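Material: recombinant human TDP2; quantity: TDP2 enzyme at 120 nM final; medium: Tris-HCl pH 7.5 with MgCl2; compound: single concentration, 12.8 µM nominal, with 1% DMSO; incubation: 2 h enzyme incubation at 37 °C; signal: epi absorbance; measure: percent inhibition; benchmarks: high control without enzyme, low control DMSO plus TDP2; repeats: singlicate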
UHRF1 binding: UHRF1 methylated DNA binding inhibitors, primary screen, counter-screen for MBD2 inhibitor project, biochemical, TR-FRET, human UHRF1, single concentration; UHRF1 binding to methylated oligo; inhibition, % at 4.4 µM; 370,000 tested, 0.75% active; AID 687016, 2013; in the data active = inhibition above about 21%;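 also: UHRF1 SRA domain binding a hemimethylated CpG hairpin DNA probe; 0% = median of test compound wells and 100% = reference inhibitor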
HTRA1 inhibitor: HTRA1 serine protease inhibitors, primary screen, biochemical, fluorescence polarization, HTS | 340,000 tested, 0.5% active | Q92743 | inhibition, % at 5.96 µM | recombinant HTRA1, FP-rhodamine activity-based probe; in the data active = inhibition above about 36%;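 also: 0% = enzyme with DMSO and 100% = wells lacking enzyme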
PRMT1 inh: PRMT1 methyltransferase inhibitors, primary screen, biochemical, fluorescence polarization | recombinant PRMT1, activity-based probe fluorescence polarization | Protein arginine N-methyltransferase 1 (Homo sapiens), Q99873 | inhibition, % at 2.79 µM | 370,000 tested, 1.3% active;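 active = inhibition above about 21% made by adding two undisclosed values, limit read from the data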
DDE Tn7 FP inh: inhibitors of Tn7 peptide binding to fibrin DD(E), primary screen, biochemical, fluorescence polarization, human fibrin, Tn7 probe | FP displacement of FITC-Tn7 peptide from fibrin DD(E); 0% = median of compound wells per plate | inhibition, % at 8.3 µM | 370,000 tested, 0.13% active | AID 720508, 2013;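 active = inhibition above the mean of compounds falling within the control limits plus 3 SD of them, cut at about 14% in these data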;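 also: 0% = plate median of compound wells and 100% = 10 µM Aha-Tn7 peptide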
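assay system = human clot-derived fibrin DD(E) complex | quantity = Fibrin-DD(E) at 2 µM final | timing = 10 min preincubation, 3 h with tracer, room temperature | signal = fluorescence polarization | measure = percent inhibition | benchmarks = high control wells with 10 µM unlabelled Aha-Tn7 peptide (full inhibition) | replicates = singlicate testing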
mABHD4 FP: ABHD4 inhibitors, primary screen, biochemical, fluorescence polarization, mouse. inhibition, % at 8.92 µM. (Lyso)-N-acylphosphatidylethanolamine lipase (Mus musculus), Q8VD66. 370,000 tested, 0.54% active. purified mABHD4, FP-Rh probe fluorescence polarization;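 active = inhibition exceeding the mean over every tested compound plus 3 SD, cut at about 30% in these data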;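 also: 0% = plate median of compound wells and 100% = S159A mutant with DMSO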
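System: mouse ABHD4 enzyme, wild type / Medium: HEPES pH 7.0, NaCl, Pluronic buffer / Reagent: FP-Rh activity-based fluorescent probe / Control set: S159A mutant high control, sample median low control / Detection: fluorescence polarization with parallel and perpendicular emission, 525/598 nm / Schedule: 45 min + 60 min at 25 °C / Compound dosing: 8.92 µM, single dose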
* hit, by the source's call; x = not tested or not shown. Compounds as they come, and some 4.2% of all compounds hit somewhere here.

Under each structure: TCR-CD3 inh, SIAE inh, PG9 Ab binder, LEDGF integ inh, TDP2 absorb, UHRF1 binding, HTRA1 inhibitor, PRMT1 inh, DDE Tn7 FP inh, mABHD4 FP
- O=C(NC(=S)Nc1ccc(Cc2ccncc2)cc1)c1ccccc1Cl
  -6, 2, -1.9, 0, -4, 0, 1, -2, -3, 1
- CSc1ccccc1NC(=O)COC(=O)c1ccccc1Cc1ccccc1
  3, -6, 0.4, -4, 7, -2, -28, -2, -1, -11
- O=C(NCC(=O)N1CCOCC1)c1ccc(Br)cc1
  -4, -1, -2.2, -1, -3, 4, -1, 1, 0, 1
- Cc1cc(C)n2nc(SC(C)C(=O)Nc3ccc(Cl)cn3)nc2n1 (configuration not stated)
  1, -4, -0.4, 1, -4, 0, 2, 4, 3, -3
- O=S(=O)(c1ccccc1)[C@@]1(c2ccccc2)C[C@@H]2ON=C(c3cccc(-c4ccccc4)c3)[C@@H]2C1
  0, 7, -0.3, 0, -2, 2, -13, -1, 0, -1
- O=S(Cc1ccccc1)c1ccccc1 (configuration not stated)
  -4, -5, 0.1, -1, -8, 0, -2, -1, -9, 1
- Cc1ccccc1Cn1c(=N)n(CC(O)c2ccco2)c2ccccc21 (configuration not stated)
  3, -4, 0.3, 1, 5, -2, 6, 3, 4, -11
- O=C(/C=C/c1ncc(C(F)(F)F)cc1Cl)OCc1ccccc1
  -2, -1, 0.0, 6, -8, 5, -4, -1, -3, -1
- COc1ccc(NC(=S)NC(NC(=O)c2ccccc2Cl)C(Cl)(Cl)Cl)c([N+](=O)[O-])c1 (configuration not stated)
  -2, -8, 1.8, -4, -11, -8, -23, 1, -4, 9
- COc1cc(OC)cc(C(=O)OCC(=O)NC2CCCCCC2)c1
  3, -2, 0.6, -2, -6, -3, 1, -3, 4, -4
- CC(C)OC(=O)c1cccc(NC(=O)CSc2nnc(N)s2)c1
  -4, -2, -0.6, -8, -12, 2, -2, 7, 10, -1
- COc1ccc(C)cc1NC(=O)COC(=O)c1c(C)nn(-c2ccccc2)c1C
  -6, 4, 0.8, 1, -4, 4, -12, 3, -1, -17
- Cc1ccc(NS(=O)(=O)c2c(C)[nH]c(C)c2C(=O)N2CCCCC2)c(C)c1
  1, -2, -2.2, 2, -13, 2, -3, -4, 1, 0
- CCOC(=O)N1CCN(S(=O)(=O)c2ccc(C(=O)Nc3ccc(F)cc3F)cc2)CC1
  -1, 2, -0.2, -1, 1, 3, 2, -4, -2, 2
- C/C(=N\NC(=O)c1cc(-c2ccccn2)nc2ccccc12)c1cccc([N+](=O)[O-])c1
  -1, -2, 0.3, 2, 2, 1, -11, 4, 6, 1
- O=C(CCn1c(=O)c2ccccc2n(CC(=O)NCCC2=CCCCC2)c1=O)NCc1ccco1
  5, -5, -1.4, 0, 5, -1, 7, -3, 3, 6
- COc1cc(S(=O)(=O)N2CCN(Cc3ccc4c(c3)OCO4)CC2)c(C)cc1C
  -10, -5, -1.3, -2, -3, 0, -22, 4, 7, -10
- Cc1cccc(NS(=O)(=O)c2c(C(=O)N3CCCC3)c(C)n(C)c2C)c1
  5, 0, 0.2, -2, -17, 0, 4, 5, 7, -2
- CCC(Cc1ccccc1)OC(=O)c1ccccc1C(=O)O (configuration not stated)
  4, 2, -1.5, 1, 0, 0, 8, 0, -8, 5
- NC(=O)NC(=O)CC1S/C(=N/N=C2\CSC(=O)N2)NC1=O (configuration not stated)
  -10, -6, -2.2, -4, -27, 4, -2, 45*, 7, 0
- COc1cccc(C(=O)N2CCC[C@@H]2C(=O)N2CCC[C@H]2C(=O)NCc2ccccc2)c1
  6, -3, -0.3, 4, 2, 2, x, -1, -8, -5
- N#C/C(=C\c1ccc(C(=O)O)cc1)c1ccccn1
  -3, -42, -4.4, 0, 10, 1, 5, 1, -2, -8
- CN(C)C(CNC(=O)c1cccc(S(=O)(=O)NCc2ccccc2)c1)c1ccccc1 (configuration not stated)
  0, 1, -0.3, -4, 2, 0, -3, -1, 3, 2
- Cc1cc(C)c(S(=O)(=O)c2ccccc2C)c(N(C)C)n1
  -5, -2, 1.0, -1, -10, 5, 16, 1, 7, 0
- O=C(O)CCCC(=O)NCCc1ccncc1
  1, -7, 1.2, 2, 3, -1, 0, 1, -2, 0
- COc1ccc(NC(=O)CN(C)C(=O)Cc2ccc(S(=O)(=O)N3CCOCC3)s2)cc1
  6, 1, 0.8, 11, -7, 2, -8, 5, -3, -2
- O=C(c1nc2n(n1)C(c1ccc(Cl)cc1)C=C(c1ccccc1)N2)N1CCOCC1 (configuration not stated)
  -2, 4, 1.5, 3, 1, 1, -4, 15, 2, -4
- COc1ccc(NC(=O)/C=C/C(=O)O)c([N+](=O)[O-])c1
  7, 4, -5.1, 2, -21, -16, 2, 43*, -6, 6
- CCOC(=O)c1sc(-c2ccccc2)cc1NC(=O)CSc1nnnn1C
  -5, -23, -0.4, 0, -15, 3, -10, -2, -4, -6
- CC(=O)Nc1cccc(Cn2cccn2)c1
  -3, 5, 0.5, -1, 0, -1, x, -4, -4, 6

Reprinted from the part before: two compounds, followed by the next part.
Under each structure: TCR-CD3 inh, SIAE inh, PG9 Ab binder, LEDGF integ inh, TDP2 absorb, UHRF1 binding, HTRA1 inhibitor, PRMT1 inh, DDE Tn7 FP inh, mABHD4 FP
- CCOC(=O)c1sc(-c2ccccc2)cc1NC(=O)CSc1nnnn1C
  -5, -23, -0.4, 0, -15, 3, -10, -2, -4, -6
- CC(=O)Nc1cccc(Cn2cccn2)c1
  -3, 5, 0.5, -1, 0, -1, x, -4, -4, 6
- COc1ccc(CC(=O)N(Cc2cc3cc(OC)ccc3[nH]c2=O)C(C)C)cc1
  1, 6, -1.8, -4, 5, -4, -2, -1, 2, 6
- Cc1nc([N+](=O)[O-])cn1Cc1cccc2ccccc12
  6, 2, -0.3, 9, 8, -2, -5, 1, -13, 1
- CCOc1ccc(N2CC(C(=O)NCCc3c[nH]c4ccc(C)cc34)CC2=O)cc1 (configuration not stated)
  3, 6, -1.7, 0, -6, -3, -5, 0, 0, 4
- CCOC(=O)C1CCN(C/C=C/c2ccccc2[N+](=O)[O-])CC1
  2, 8, -1.6, 5, 8, -2, 3, -5, -1, 6
- Cc1cc(C)c2oc(C(=O)N(Cc3ccccc3)c3ccccn3)cc(=O)c2c1
  -1, -1, 1.3, -1, -6, -4, 1, -1, 7, 2
- NC(=O)c1cc(-c2ccccc2)sc1NC(=O)CN1CCCCC1
  4, -3, -0.4, -1, -11, 0, -34, -1, 1, -6
- CC(C)[C@H](NC(=O)OCc1ccccc1)C(=O)OCC(=O)NC1(C#N)CCCC1
  5, 3, 0.1, -5, -1, -1, 3, 0, 15*, 1
- O=C(c1ccccc1)N1CCC(c2nc(-c3ccc(S(=O)(=O)NCC4CCCO4)cc3)no2)CC1 (configuration not stated)
  1, 2, 1.0, 1, -1, 4, -3, -1, -6, 1
- Cc1nonc1CC(=O)NC1CC(C)(C)Cc2c1cnn2-c1ccc(F)cc1 (configuration not stated)
  1, 3, -1.7, -3, 0, 2, 0, 5, 1, 9
- c1ccc(-c2csc(Nc3ccc4c(c3)OCO4)n2)cc1
  1, 10, 0.0, 1, 2, -1, x, 2, -4, 31*
- COc1ccc2c(c1)CN1CN(Cc3ccccc3)S(=O)(=O)CC21 (configuration not stated)
  x, 0, x, 0, 4, -5, x, 2, 4, -3
- Cc1occc1C(=O)N/N=C/c1sc(N2CCOCC2)nc1-c1ccccc1
  -5, 9, 2.6, -2, -13, 1, 1, 2, 3, 6
- C[C@H](O)[C@H](O)[C@H]1CNc2nc(N)[nH]c(=O)c2N1
  2, -3, -5.1, 0, -2, -2, 1, 2, 7, -1
- CCN(C(=O)CSc1nc(N)cc(=O)[nH]1)c1c(N)n(Cc2ccccc2)c(=O)[nH]c1=O
  -2, 7, 0.6, 5, 1, -1, 0, 1, -2, -1
- COC(=O)c1ccc(COc2ccc(C)c(C)c2)o1
  1, 1, 0.7, 3, 5, -2, -2, 0, 13, -5
- CCOc1ccc(OCC)c(NC(=O)CCNS(=O)(=O)c2cc(Br)cnc2N)c1
  13, -3, 1.4, -3, -10, -4, 3, -3, 5, -5
- CCOc1ccc(CC(=O)NC2CCN(Cc3ccccc3)CC2)cc1
  0, 0, -2.4, 0, 4, -1, 6, -2, 2, -3
- O=C(N/N=C/c1c[nH]c2ccc(Br)cc12)c1ccncc1
  0, 4, -0.2, -2, 2, 1, 7, 0, 2, 5
- Cc1ccc(S(=O)(=O)NC(C)C(=O)NCc2ccc(Cl)cc2)cc1 (configuration not stated)
  7, 3, -2.2, 3, 0, 1, x, 1, -4, -2
- CN1CCN(c2cccc3c2S(=O)(=O)N[C@@H](Cc2ccccc2)CO3)CC1
  3, 0, -1.5, 3, 3, 0, x, 1, 4, 2

From PubChem
